Compound activity as filed in PubChem BioAssay.
GPR55 beta-arrestin: selective activators of receptor GPR55 – imaging, U2OS cells, beta-arrestin-GFP redistribution, primary screen (AID 1961); U2OS GPR55 beta-arrestin-GFP redistribution imaging; higher % means a stronger effect; activation, % at 10 µM, or EC50 in µM where a hit was titrated; 290,000 tested, 0.048% active;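 active = activation above 40% with more than 50 cells counted in the well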;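 also: U2OS osteosarcoma cells stably expressing GPR55 and beta-arrestin-GFP; plate controls were DMSO negative control for no effect and LPI positive control for full effect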
PhoP inhibition: inhibitors of PhoP regulon expression, primary screen, Salmonella Typhimurium, GFP reporter (AID 1863); S. Typhimurium PhoP-regulated promoter GFP reporter, 4 h; higher % means a stronger effect; 300,000 tested, 0.16% active; inhibition, % at 50 µM; hits with a dose series show IC50 in µM;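 active = inhibition over 29.93%, a cutoff 3 SD above the screen mean, later confirmed by dose response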;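 also: 0% = low Mg2+ inducing control and 100% = high Mg2+ repressing control; strong numbers were not always called active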
KOR beta-arrestin-1: KOR antagonists, beta-arrestin recruitment, cell-based, luminescence, uHTS (AID 1778). 290,000 tested, 0.091% active. inhibition, % at 10 µM; hits with a dose series show IC50 in µM. KOR beta-arrestin recruitment, luminescence, antagonist mode; higher % means a stronger effect; in the data active = inhibition above about 50%; also: strong numbers were not always called active
GPR35 antagonists: GPR35 antagonists blocking zaprinast-driven arrestin recruitment, primary screen, imaging, U2OS, beta-arrestin-GFP, zaprinast agonist (AID 2058). U2OS GPR35 beta-arrestin-GFP translocation imaging, zaprinast antagonism; higher % means a stronger effect. inhibition, % at 10 µM, or IC50 in µM where a hit was titrated. 290,000 tested, 0.052% active;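 active = inhibition of at least 50% with at least 30 cells and total cytoplasm GFP at most 10,000,000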
West Nile antiviral: inhibition of WNV-induced cytopathic effect – cell-based, CPE readout (AID 1621); West Nile virus-infected cells, CPE inhibition; higher % means a stronger effect; one-dose CPE inhibition, % at 10 µM; IC50 in µM for titrated hits; 290,000 tested, 0.02% active; in the data active = a potency from the dose series; also: strong numbers were not always called active
GPR55 antagonists: GPR55 antagonists blocking LPI-driven arrestin recruitment, primary screen, imaging, U2OS, beta-arrestin-GFP, LPI agonist (AID 2013) | U2OS GPR55 beta-arrestin-GFP translocation imaging, LPI antagonism; higher % means a stronger effect | 290,000 tested, 0.13% active | inhibition, % at 10 µM, or IC50 in µM where a hit was titrated;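 active = spots per cell inhibited over 60%, with over 100 cells counted and total cytoplasm intensity under 500,000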;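 also: U2OS cells stably carrying GPR55 and arrestin-GFP stimulated by 5 µM LPI near EC80; imaged beta-arrestin-GFP aggregate spots per cell after agonist stimulation; plate controls were LPI-stimulated DMSO wells for no effect and DMSO wells without LPI for full effect; some results filed as inactive read as strong as hits; confirmed hits need IC50 under 10 µM and bright autofluorescent wells are also inconclusive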
KOR beta-arrestin-2: KOR agonists, beta-arrestin recruitment, primary screen, cell-based, luminescence, uHTS (AID 1777); KOR beta-arrestin recruitment, luminescence; higher % means a stronger effect; activation, % at 10 µM; hits with a dose series show EC50 in µM; 280,000 tested, 0.02% active; in the data active = activation above about 50%, passing the limit was not always enough; also: a part of the inactive calls stands beside numbers as strong as those of hits
NTR1 agonist: agonists of NTR1, primary screen, imaging, U2OS cells, beta-arrestin-GFP, high content (AID 493036); 330,000 tested, 0.17% active; activation, % at 20 µM; NTR1-U2OS beta-arrestin-GFP spot imaging, agonist mode; P30989;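 active = activation at or above 40% of the spot to cytoplasm intensity ratio, with at least 20 cells analyzed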;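 also: 0% = DMSO without peptide and 100% = 100 nM NTR1 peptide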
Target sequence (P30989 whole entry, looked up): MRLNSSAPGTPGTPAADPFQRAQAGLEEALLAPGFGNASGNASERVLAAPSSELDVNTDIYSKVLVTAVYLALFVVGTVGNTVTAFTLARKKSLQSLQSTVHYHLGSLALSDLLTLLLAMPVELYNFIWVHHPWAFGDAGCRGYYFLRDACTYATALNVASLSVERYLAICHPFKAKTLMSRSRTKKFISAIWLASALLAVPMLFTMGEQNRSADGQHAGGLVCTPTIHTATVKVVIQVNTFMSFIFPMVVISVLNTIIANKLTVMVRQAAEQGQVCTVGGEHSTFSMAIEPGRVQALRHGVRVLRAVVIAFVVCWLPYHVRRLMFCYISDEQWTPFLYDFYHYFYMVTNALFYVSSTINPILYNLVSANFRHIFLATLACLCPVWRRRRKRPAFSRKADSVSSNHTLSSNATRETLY
T cell modulator: T cell immune modulation candidate; calls only at 7 µM; 330,000 tested, 0.068% active; 2C CD8+ T cell-vesicle binding, flow cytometry; hits give low values;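 active = response, share of CD8 T cells binding vesicles, and their 90th percentile fluorescence all below set limits, cut at about 80% in these data, passing the limit was not always enough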
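Benchmarks: naked versus QL9-loaded vesicles / Assay system: purified 2C TCR transgenic mouse naive CD8+ T cells / Technique: high-throughput flow cytometry with anti-B7-1 and anti-CD8 staining / Timing: Cell–vesicle co-incubation 1.5 h at 37 °C, staining 20 min on ice / Read-out: percent CD8+ FL2 mean versus row control / Probe or stimulus: QL9-loaded Drosophila micro-vesicles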
T cell modulator vesicle-bound %: also measured in T cell modulator; calls as there; double positive events, %; measured here: CD8+ vesicle-bound cell fraction;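 binding gate set so that unloaded-vesicle control wells show 10% double positive cells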
NTR1 agonist cell count 20 µM: recorded beside NTR1 agonist, whose call it bears; cell count; measured here: cell count, cytotoxicity flag
Numbers without * were called inactive; [ ] = another dose, or the depositor's remark.

O=C(Cc1ccccc1F)Nc1cccc2cccnc12 was read as GPR55 beta-arrestin 0.3%, PhoP inhibition 9.0%, KOR beta-arrestin-1 10.4%, GPR35 antagonists 15.6%, West Nile antiviral -0.8%, GPR55 antagonists -2.5%, KOR beta-arrestin-2 1.4%, NTR1 agonist 3.4, T cell modulator inactive, T cell modulator vesicle-bound % 5.5 and NTR1 agonist cell count 20 µM 38.
COC(=O)c1sccc1S(=O)(=O)Nc1ccc(S(N)(=O)=O)cc1 was read as GPR55 beta-arrestin -0.2%, PhoP inhibition 0.6%, KOR beta-arrestin-1 -17.0%, GPR35 antagonists 1.7%, West Nile antiviral 0.7%, GPR55 antagonists -1.1%, NTR1 agonist 3.5, T cell modulator inactive, T cell modulator vesicle-bound % 55.3 and NTR1 agonist cell count 20 µM 42.
`Cc1ccccc1N1CCN(CCCOc2ccc3c(C)cc(=O)oc3c2)CC1` gave GPR55 beta-arrestin -0.1%, PhoP inhibition 3.7%, KOR beta-arrestin-1 5.5%, GPR35 antagonists 2.2%, West Nile antiviral -0.8%, GPR55 antagonists 18.4%, KOR beta-arrestin-2 -6.4%, NTR1 agonist 15.4, T cell modulator inactive, T cell modulator vesicle-bound % 40.1 and NTR1 agonist cell count 20 µM 92.
O=C(c1ccccc1)c1ccc2nc(-c3ccco3)c(-c3ccco3)nc2c1 was read as GPR55 beta-arrestin 0.2%, PhoP inhibition 1.6%, KOR beta-arrestin-1 17.2%[20 µM], GPR35 antagonists -7.5%, West Nile antiviral -0.3%, GPR55 antagonists -4.1%, KOR beta-arrestin-2 -8.5%, NTR1 agonist 5.9, T cell modulator inactive, T cell modulator vesicle-bound % 47.2 and NTR1 agonist cell count 20 µM 52.
Cn1nc(-c2ccccc2)c(C(O)c2ccc(Cl)cc2)c1Cl (stereo unspecified) was read as GPR55 beta-arrestin -0.1%, PhoP inhibition -2.8%, KOR beta-arrestin-1 -19.3%, GPR35 antagonists -12.8%, West Nile antiviral -1.1%, GPR55 antagonists 15.7%, KOR beta-arrestin-2 -3.3%, NTR1 agonist 0.6, T cell modulator inactive, T cell modulator vesicle-bound % 30.3 and NTR1 agonist cell count 20 µM 73.
Screening Cc1cc(/C=N/NC(=O)Cn2c3ccccc3c(=O)c3ccccc32)c(C)n1-c1ccc(Cl)cc1 returned GPR55 beta-arrestin 0.2%, PhoP inhibition 8.8%, KOR beta-arrestin-1 42.3%, GPR35 antagonists -8.1%, West Nile antiviral -0.5%, GPR55 antagonists 0.6% and KOR beta-arrestin-2 -3.3%.
`O=c1c2ccccc2c(C=Nc2cccc(S(=O)(=O)NC3=NCCCCC3)c2)c(O)n1Cc1ccccc1` gave GPR55 beta-arrestin -0.3%, PhoP inhibition -19.7%, KOR beta-arrestin-1 19.9%, GPR35 antagonists -4.0%, West Nile antiviral -0.2%, GPR55 antagonists 0.0%, KOR beta-arrestin-2 2.5%, NTR1 agonist 2.8, T cell modulator inactive, T cell modulator vesicle-bound % 24.4 and NTR1 agonist cell count 20 µM 50.
For CCN1CCN(S(=O)(=O)c2ccc(OC)c3ccccc23)CC1 the results were GPR55 beta-arrestin -0.1%, PhoP inhibition -4.3%, KOR beta-arrestin-1 -30.9%[20 µM], GPR35 antagonists 3.4%, West Nile antiviral -1.4%, GPR55 antagonists -1.7%, KOR beta-arrestin-2 0.1%, NTR1 agonist 0.1, T cell modulator inactive, T cell modulator vesicle-bound % 41.8 and NTR1 agonist cell count 20 µM 55.
O=C1CCC(=O)N1c1ccc(CSc2nnnn2C2CCCCC2)cc1 was read as GPR55 beta-arrestin -0.2%, PhoP inhibition 1.0%, KOR beta-arrestin-1 -16.8%, GPR35 antagonists -8.6%, West Nile antiviral 0.4%, GPR55 antagonists -3.9%, KOR beta-arrestin-2 2.4%, NTR1 agonist -0.6, T cell modulator inactive, T cell modulator vesicle-bound % 24.8 and NTR1 agonist cell count 20 µM 33.
Screening CCc1ccc2oc(C(=O)NCc3ccc(S(N)(=O)=O)cc3)c(C)c2c1 returned GPR55 beta-arrestin 0.2%, PhoP inhibition 10.5%, KOR beta-arrestin-1 -91.5%[20 µM], GPR35 antagonists -11.9%, West Nile antiviral -0.4%, GPR55 antagonists -6.5%, KOR beta-arrestin-2 -5.6%, NTR1 agonist 2.9, T cell modulator inactive, T cell modulator vesicle-bound % 54.1 and NTR1 agonist cell count 20 µM 39.
`O=C(NCCOc1ccccc1)c1cc(S(=O)(=O)N2CCOCC2)ccc1F` gave GPR55 beta-arrestin -0.1%, PhoP inhibition -9.9%, KOR beta-arrestin-1 -7.9%, GPR35 antagonists 4.2%, West Nile antiviral -0.5%, GPR55 antagonists 2.4%, KOR beta-arrestin-2 -0.5%, NTR1 agonist -0.1, T cell modulator inactive, T cell modulator vesicle-bound % 4.3 and NTR1 agonist cell count 20 µM 59.
CN(C)C(CN=C1NS(=O)(=O)c2ccccc21)c1ccco1 (stereo unspecified) was read as GPR55 beta-arrestin -0.1%, PhoP inhibition 1.6%, KOR beta-arrestin-1 23.9%, GPR35 antagonists -17.2%, West Nile antiviral -0.3%, GPR55 antagonists -4.1%, KOR beta-arrestin-2 2.8%, NTR1 agonist -0.6, T cell modulator inactive, T cell modulator vesicle-bound % 32.9 and NTR1 agonist cell count 20 µM 62.
`Cc1ccc(S(=O)(=O)c2cc(N3CCOCC3)nc(-c3ccccc3)n2)cc1` gave GPR55 beta-arrestin 0.2%, PhoP inhibition -8.5%, KOR beta-arrestin-1 10.0%, GPR35 antagonists 5.1%, GPR55 antagonists 15.3%, KOR beta-arrestin-2 -1.4%, NTR1 agonist 1.5, T cell modulator inactive, T cell modulator vesicle-bound % 52.6 and NTR1 agonist cell count 20 µM 39.
COc1ccc(NC(=O)c2cc(CC(C)C)nc3ccccc23)cc1 was read as GPR55 beta-arrestin -0.2%, PhoP inhibition -1.9%, KOR beta-arrestin-1 -1.6%, GPR35 antagonists -1.6%, West Nile antiviral -1.8%, GPR55 antagonists -5.8%, KOR beta-arrestin-2 -6.6%, NTR1 agonist 3.1, T cell modulator inactive, T cell modulator vesicle-bound % 54.4 and NTR1 agonist cell count 20 µM 58.
`Cc1oc2cc3oc(=O)c(CCC(=O)NCCN4CCOCC4)c(C)c3cc2c1C` gave GPR55 beta-arrestin -0.1%, KOR beta-arrestin-1 -26.1%[20 µM], GPR35 antagonists -10.2%, West Nile antiviral -1.4%, GPR55 antagonists -3.4%, KOR beta-arrestin-2 -0.5%, NTR1 agonist -0.6, T cell modulator inactive, T cell modulator vesicle-bound % 26.2 and NTR1 agonist cell count 20 µM 99.
For COc1cc(CNCc2ccccn2)ccc1OCc1c(Cl)cccc1Cl the results were GPR55 beta-arrestin -0.2%, PhoP inhibition 18.0%, KOR beta-arrestin-1 17.3%, GPR35 antagonists 13.4%, West Nile antiviral -0.5%, GPR55 antagonists 21.4%, KOR beta-arrestin-2 -7.1%, NTR1 agonist 1.4, T cell modulator inactive, T cell modulator vesicle-bound % 17.8 and NTR1 agonist cell count 20 µM 50.
`COc1ccc(CC(=O)NCC2CCCN(Cc3ccc(F)cc3F)C2)cc1` (stereo unspecified) gave GPR55 beta-arrestin -0.3%, PhoP inhibition -1.1%, KOR beta-arrestin-1 -4.6%[20 µM], GPR35 antagonists 12.0%, West Nile antiviral -0.6%, GPR55 antagonists 7.9%, KOR beta-arrestin-2 -5.6%, NTR1 agonist -1.0, T cell modulator inactive, T cell modulator vesicle-bound % 53.9 and NTR1 agonist cell count 20 µM 70.
For CCC(C)c1ccccc1NC(=O)COC(=O)c1ccc(N2CCCC2)c([N+](=O)[O-])c1 (stereo unspecified) the results were GPR55 beta-arrestin -0.4%, PhoP inhibition 6.4%, KOR beta-arrestin-1 12.7%, GPR35 antagonists 13.5%, West Nile antiviral -0.7%, GPR55 antagonists 19.7%, KOR beta-arrestin-2 0.2%, NTR1 agonist 2.2, T cell modulator inactive, T cell modulator vesicle-bound % 38.4 and NTR1 agonist cell count 20 µM 48.
For O=C(NC1CCCC1)C(c1ccc(F)cc1)N(Cc1ccccc1)C(=O)c1csnn1 (stereo unspecified) the results were GPR55 beta-arrestin 0.4%, PhoP inhibition -4.1%, KOR beta-arrestin-1 5.5%, GPR35 antagonists 12.1%, West Nile antiviral -0.5%, GPR55 antagonists 4.3%, KOR beta-arrestin-2 -4.8%, NTR1 agonist 4.1, T cell modulator inactive, T cell modulator vesicle-bound % 50.4 and NTR1 agonist cell count 20 µM 56.
O=C(c1cc(=O)[nH]c2ccccc12)N1CCN(c2ccccc2)CC1 was read as GPR55 beta-arrestin -0.2%, PhoP inhibition -7.0%, KOR beta-arrestin-1 -4.6%, GPR35 antagonists 8.2%, West Nile antiviral 0.3%, GPR55 antagonists 6.0%, KOR beta-arrestin-2 -0.9%, NTR1 agonist 0.1, T cell modulator inactive, T cell modulator vesicle-bound % 31.8 and NTR1 agonist cell count 20 µM 71.
Screening O=C(CCNC(=O)Cn1ccc2ccccc2c1=O)NCC1CCCC1c1ccccc1 (stereo unspecified) returned GPR55 beta-arrestin 0.5%, PhoP inhibition -0.9%, KOR beta-arrestin-1 11.1%, GPR35 antagonists -13.4%, West Nile antiviral -1.7%, GPR55 antagonists -16.1%, KOR beta-arrestin-2 0.1%, NTR1 agonist 4.0, T cell modulator inactive, T cell modulator vesicle-bound % 50.2 and NTR1 agonist cell count 20 µM 73.
For CC(C)N(Cc1nccn1C)C(=O)c1ccc2oc(Cc3ccccc3)nc2c1 the results were GPR55 beta-arrestin -0.2%, KOR beta-arrestin-1 -0.9%, GPR35 antagonists -3.9%, West Nile antiviral 0.0%, GPR55 antagonists 8.5%, KOR beta-arrestin-2 2.9%, NTR1 agonist -0.1 and NTR1 agonist cell count 20 µM 54.
O=c1oc2ccccc2c(Nc2ccccc2O)c1[N+](=O)[O-] was read as GPR55 beta-arrestin 0.2%, PhoP inhibition 2.5%, KOR beta-arrestin-1 -8.9%, GPR35 antagonists 11.1%, West Nile antiviral -0.2%, GPR55 antagonists 2.3%, KOR beta-arrestin-2 -1.6%, NTR1 agonist -0.9, T cell modulator inactive, T cell modulator vesicle-bound % 62.8 and NTR1 agonist cell count 20 µM 31.
